Compound activity (PubChem)
L3MBTL1 block: inhibitors of human L3MBTL1; AlphaScreen L3MBTL1–H3K9me1 peptide binding; Potency, µM (top dose mostly 57.1 µM), inactives show at the highest dose activity, negative = inhibition, actives largely listed as inhibitors; 230,000 tested, 0.66% active; AID 485360; further: nearly all actives have a fitted effect of over 60% in size
Target sequence (Q9Y468 whole entry, looked up): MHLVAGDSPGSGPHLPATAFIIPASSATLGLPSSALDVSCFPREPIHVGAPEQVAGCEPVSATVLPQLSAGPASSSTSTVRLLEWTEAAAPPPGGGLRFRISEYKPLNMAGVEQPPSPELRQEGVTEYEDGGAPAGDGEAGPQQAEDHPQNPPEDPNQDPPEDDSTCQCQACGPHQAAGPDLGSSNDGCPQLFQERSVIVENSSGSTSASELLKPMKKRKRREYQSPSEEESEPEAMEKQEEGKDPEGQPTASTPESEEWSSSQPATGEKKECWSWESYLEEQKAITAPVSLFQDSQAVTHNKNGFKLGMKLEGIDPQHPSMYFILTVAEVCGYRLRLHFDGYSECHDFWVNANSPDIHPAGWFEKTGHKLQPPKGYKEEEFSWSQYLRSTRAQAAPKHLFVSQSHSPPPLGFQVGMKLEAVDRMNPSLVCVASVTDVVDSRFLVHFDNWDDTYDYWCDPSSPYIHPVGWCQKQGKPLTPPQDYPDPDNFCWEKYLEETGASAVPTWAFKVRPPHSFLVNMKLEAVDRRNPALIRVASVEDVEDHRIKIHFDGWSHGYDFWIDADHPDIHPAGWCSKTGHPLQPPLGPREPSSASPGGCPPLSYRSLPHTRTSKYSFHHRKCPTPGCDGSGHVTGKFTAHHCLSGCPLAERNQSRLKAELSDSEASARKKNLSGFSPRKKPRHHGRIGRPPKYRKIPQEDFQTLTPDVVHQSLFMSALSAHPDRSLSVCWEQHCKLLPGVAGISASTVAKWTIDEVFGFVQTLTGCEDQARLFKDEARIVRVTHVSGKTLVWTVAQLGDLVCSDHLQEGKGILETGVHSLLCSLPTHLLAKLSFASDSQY
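AlphaScreen proximity signal between nickel-chelate acceptor and streptavidin donor beads (final 10 ug/mL) reports binding of 50 nM L3MBTL1 to 75 nM biotin-H3 K9me1 peptide; complex incubated with compounds 30 min at room temperature; cefsulodin titration as control.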
TRb-SRC2 inh: disrupts binding of human TR beta to SRC2; 280,000 tested, 0.065% active; Potency, µM (doses to about 106 µM), inactives show at the highest dose activity change, negative = inhibition, hits mostly inhibitors; TRbeta-SRC2 peptide binding, fluorescence polarization; receptor liganded with 1 µM T3;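 further: plate controls were bound peptide for no effect and peptide without receptor for full effect; nearly all actives have a fitted effect of over 50% in size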
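Compounds were added to 0.6 uM TRb ligand-binding domain and 20 nM Texas Red-labeled SRC2 peptide in Tris buffer containing 1 uM T3, incubated 5 hr at ambient temperature, then read by fluorescence polarization.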
TexasRed fluor: alters Texas Red total fluorescence, flagging assay interference | TRb/SRC2 Texas Red total fluorescence interference | AID 1479 | Potency, µM (series often up to 106 µM), for inactives: at the top dose fluorescence change, negative = quenching | 280,000 tested, 0.29% active; active means well fitted curve in either direction with a large enough effect; inconclusive means small, poorly fitted or top-dose-only effect
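Human TRb ligand-binding domain at 0.6 uM with 20 nM Texas Red SRC2 peptide in Tris buffer containing 1 uM T3 and 5% DMSO, incubated with compound 5 h at ambient temperature. Total fluorescence (555/632 nm) calculated as parallel + 2 × perpendicular.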
GAA glycogen: inhibitors or activators of human alpha-glucosidase glycogen cleavage; P10253; AID 2100; Potency, µM (top dose mostly 76.4 µM), inactives show top-dose activity change, negative = inhibition, usual class: inhibitors; recombinant GAA, glycogen substrate, Amplex Red glucose oxidase fluorescence; 300,000 tested, 0.38% active;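 further: 0% = full enzyme reaction and -100% = no-enzyme basal signal; the screen sought inhibitors and activators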
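qHTS, 1536-well; enzyme 4 nM final; cpd up to 77 uM; substrate bovine liver glycogen 30 ug; 50 mM citrate/phosphate pH 5.0, 0.01% Tween-20; 37 C, 40 min; Amplex Red detection 45 min RT; Hill fit → AC50.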
GAA inh: blocks human lysosomal alpha-glucosidase; P10253; purified human GAA, 4-MU-alpha-glucoside fluorescence; Potency, µM (highest dose often 76.9 µM), for the others: at the highest dose activity change, negative = inhibition, hits mostly inhibitors; 200,000 tested, 0.005% active; AID 1466;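 further: plate controls were uninhibited enzyme wells for no effect and no-enzyme background for full effect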
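qHTS format, compound range up to 77 uM. Human lysosomal enzyme at 4 nM, 400 uM 4-MU glucoside substrate, pH 5.0, 20 min room temperature; fluorescence after alkaline stop gives activity normalized to controls.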
RGS12 GoLoco inh: blocks human Gai1 binding to RGS12 GoLoco peptide, red readout. Gai1:RGS12 GoLoco peptide FP, rhodamine, 10 min. Potency, µM (series often up to 61.6 µM), inactives show at the top dose activity, negative = inhibition, actives largely listed as inhibitors. P63096. 230,000 tested, 0.44% active; active means well fitted inhibition curve with a large enough effect, not every such curve was filed as active; inactive means no such curve, though single readings can be large or run the other way; further: nearly all actives have a fitted effect of over 30% in size; many of its hits are not listed in these tables
aGlu spleen mod: lysosomal alpha-glucosidase (human) modulation | P10253 | Potency, µM (doses to about 79.9 µM), for inactives: at the highest dose activity change, negative = inhibition, most hits filed as inhibitors | 240,000 tested, 0.006% active | human spleen homogenate, 4-MU-alpha-glucoside fluorescence;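 further: 0% = enzyme with vehicle and -100% = no enzyme basal signal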
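Enzyme source: human spleen homogenate, 1 ug/well. Buffer 50 mM citric acid/K phosphate pH 5.0, 0.01% Tween-20. 4-MU-alpha-glucoside 1 mM; 37 C x 40 min; NaOH/glycine stop; fluorescence.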
RECQ1 helicase: inhibitors of human RECQ1 DNA helicase; P46063; RECQ1 DNA unwinding, red fluorescence kinetic read; Potency, µM (series often up to 57.3 µM), for inactives: at the highest dose activity, negative = inhibition, hits mostly inhibitors; 240,000 tested, 0.54% active; AID 2549;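 further: plate controls were vehicle for no effect and no enzyme for full effect; nearly all actives have a fitted effect of over 30% in size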
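50 nM RECQ1T1 preincubated 15 min with compound in Tris pH 8.0 buffer with MgCl2, DTT, Tween-20 and 2.5 ug/ml poly(dI-dC); started with 200 nM TAMRA/BHQ-2 forked duplex and 2 mM ATP. Unwinding read as fluorescence (525/598 nm), two reads 2 h apart.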
Numbers without * were called inactive; i = inactive; u = inconclusive; x = not tested or not shown; & = joins results of further samples; [ ] = remark or other dose. Unless noted, the call rests on the fitted dose curve; in most records, active means well fitted curve in the direction sought with a large enough effect; inconclusive means small, poorly fitted or top-dose-only effect, or another doubt; inactive means no such curve, though single readings can be large; an effect the other way counts as inactive or inconclusive. Unless noted, on the % scale 0 is the no-effect control and ±100 the full control effect; potency means the concentration at half of the fitted maximal effect.

SMILES | L3MBTL1 block | TRb-SRC2 inh | TexasRed fluor | GAA glycogen | GAA inh | RGS12 GoLoco inh | aGlu spleen mod | RECQ1 helicase
Cc1ccc(S(=O)(=O)CC(CN2CCCCC2)N2CCCCC2)cc1 (stereo unspecified) | 0% | 7% | 0% | 10% | 13% | 7% | -4% | i
COc1cc2c(cc1OC)C(C)N(C(=O)c1sc(-c3cnccn3)nc1C)CC2 (stereo unspecified) | x | -1% | -3% | 1% | x | 7% | -8% | -3%
CCC(C)[C@H](NC(=O)NCc1ccccc1Cl)C(=O)OC (stereo partly specified) | -4% | 8% | 5% | 1% | -2% | -5% | 3% | -9%
O=C(CCCOc1ccccc1)NCC1CCCO1 (stereo unspecified) | -3% | 7% | 4% | 5% | 4% | -5% | -2% | -9%
CC1(C)CC(=O)C2=C(C1)OC(N)=C(C#N)C21CCC2(CC1)OCCO2 | x | 3% | 2% | -9% | -4% | 0% | 3% | i
Cn1c(=O)cc(SCC(=O)Nc2ccc3c(c2)OCO3)c2ccccc21 | 4% | 5% | -4% | -6% | -3% | x | -17% | -2%
Cc1ccccc1N(C(=O)c1csnn1)C(C(=O)NC(C)(C)C)c1ccncc1 (stereo unspecified) | -1% | -2% | 1% | 5% | 14% | 3% | 8% | i
N=c1c2c3c(sc2nc2n1CCC2)CCCC3 | -4% | -6% | -1% | -1% | 0% | -10% | -6% | -2%
CCOCC(=O)O | x | -8% | -1% | x | x | 3% | 2% | -6%
Nc1nc(N2CCCCC2)nc(N2CCCCC2)n1 | x | 6% | 0% | 0% | -5% | -12% | -3% | -6%
NC(=O)c1ccccc1NC(=O)Nc1cccc2ccccc12 | x | 1% | -3% | 9% | 6% | 9% | -5% | i
Cc1nc(=O)c(-c2ccccc2)c(C)n1CCCO | 4% | -8% | -2% | 8% | 2% | -3% | -9% | 13%
CC(C)C(=O)Nc1ccc(-c2ccc3nncn3n2)cc1 | x | 5% | -1% | 2% | 5% | 6% | 2% | i
CCc1ccc(-c2ccc(SCc3ccccn3)nn2)cc1 | x | -9% | -1% | 4% | -3% | 9% | -3% | -7%
Nc1c(C(=O)O)sc2nc(-c3ccccc3)c3c(c12)CCCC3 | 2% | -2% | 2% | -2% | 1% | 14% | 1% | -1%
COC(=O)c1cc(NC(=O)CN(c2ccc(OC)cc2)S(=O)(=O)c2ccc(F)cc2)ccc1Cl | 16% | 4% | 0% | -7% | -5% | 0% | -4% | -8%
CCN(CC)C(=O)CSc1nnc([C@@H](N)C(C)C)o1 | x | -7% | -2% | 10% | x | -5% | 5% | -4%
CCOC(=O)N1CCN(c2c(NCCCN(CC)c3cccc(C)c3)c(=O)c2=O)CC1 | x | 7% | -28% | 17% | -11% | -17% | -9% | -5%
NC(=O)Cn1c(=O)n(-c2ccccc2)c(=O)c2oc3ccccc3c21 | x | 3% | 0% | -4% | -4% | -8% | 4% | i
Cc1cc(C)c(S(=O)(=O)Nc2cccc3cccnc23)c(C)c1 | x | -5% | -1% | x | x | x | 0% | -14%
CC(/C=N/NC(=S)Nc1cccc(S(=O)(=O)N(C)C)c1)c1ccccc1 (stereo unspecified) | -1% | 2%[53 µM] | -2%[53 µM] | -2% | -2% | -5% | -1% | i
CCOC(=O)C1(CCOc2ccccc2)CCN(Cc2ccc3c(c2)OCCO3)CC1 | -15% | -4% | -5% | -8% | x | 2% | -5% | -10%
Cn1c(=O)c(=O)n(C)c2cc(S(=O)(=O)NCCN3CCN(c4ccccc4F)CC3)ccc21 | x | -3% | -3% | -3% | x | 3% | 6% | -4%
O=C(CSc1nc2nc(-c3cccs3)cc(C(F)(F)F)c2c(=O)[nH]1)Nc1c(F)c(F)c(F)c(F)c1F | 9% | 1% | 1% | -7% | 2% | 10% | 3% | i
CC1CN(S(=O)(=O)N2CCOCC2)CCN1S(=O)(=O)N1CCOCC1 (stereo unspecified) | 0% | 4% | -3% | -13% | 0% | 7% | -2% | -3%
Cc1ccc(CN2CCC(C(=O)NCCC(C)C)CC2)o1 | -2% | 3% | -1% | 14% | 1% | x | 0% | -5%
COC(=O)CNC(=O)c1cccc(Cl)c1 | u | 0% | -2% | 6% | 7% | -6% | 0% | -3%
CC(=O)c1c(C)n([O-])c2ccc(C)cc2[n+]1=O | 0% | 1% | 2% | 1% | -9% | 1% | 2% | i
Nc1ccc2c(c1)Nc1ccccc1CC2 | -12% | 6% | -3% | u | 8% | 5% | 4% | -11%
CN1C=C/C(=C\c2cc[n+](C)c3ccccc23)c2ccccc21 | x | -5% | -1% | -28% | 3% | -19% | 5% | -7%
Cc1[nH]n(-c2ccc(F)cc2)c(=O)c1/C=N/c1sc2c(c1C#N)CCCC2 | -3% | 3% | 1% | u | 2% | 1% | -4% | 18%
COc1ccc(/C=C(/CC(=O)Nc2ccccc2)c2nc3ccccc3s2)cc1 | -9% | 2% | 0% | -6% | 1% | 18% | -2% | -10%
O=C(NNS(=O)(=O)Cc1ccccc1)c1ccc([N+](=O)[O-])cc1 | x | -7% | -1% | u | x | -12% | 4% | i
O=C(Nc1cccc(Cl)c1)NC1CCCCC1 | -1% | -4% | 2% | 4% | -8% | 7% | 12% | i
CCCCOc1ccc(C2CC(=O)NC2=O)cc1 (stereo unspecified) | x | -3% | -12% | 16% | -9% | 1% | 0% | -3%
Cc1cccc(NC(=S)N(C)C2(c3ccccc3Cl)CCCCC2=O)c1 (stereo unspecified) | x | 6% | 1% | -1% | u | 3% | -5% | -11%
COc1ccc(-c2c(=O)n(OCc3nc4ccccc4[nH]3)c3ccccc3[n+]2[O-])cc1 | 10% | 1% | 0% | -3% | x | -4% | -5% | i
COc1cc2c(cc1OC)C(C(=O)N1CCN(c3ccccc3)CC1)C(c1cccs1)N(C)C2=O (stereo unspecified) | x | -3% | -6% | -5% | 5% | 1% | 0% | 0%
O=C(O)c1ccccc1C(=O)Nc1ccccc1 | -6% | -8% | 0% | -8% | -7% | -5% | 2% | 7%
CCC(C)NC(=O)CN(C1CCCCC1)S(C)(=O)=O (stereo unspecified) | 3% | -5% | -6% | -3% | 6% | -3% | 1% | i

Grouped by structure, the entries above with an aryl methoxy group
SMILES | L3MBTL1 block | TRb-SRC2 inh | TexasRed fluor | GAA glycogen | GAA inh | RGS12 GoLoco inh | aGlu spleen mod | RECQ1 helicase
COc1cc2c(cc1OC)C(C)N(C(=O)c1sc(-c3cnccn3)nc1C)CC2 (stereo unspecified) | x | -1% | -3% | 1% | x | 7% | -8% | -3%
COC(=O)c1cc(NC(=O)CN(c2ccc(OC)cc2)S(=O)(=O)c2ccc(F)cc2)ccc1Cl | 16% | 4% | 0% | -7% | -5% | 0% | -4% | -8%
COc1ccc(/C=C(/CC(=O)Nc2ccccc2)c2nc3ccccc3s2)cc1 | -9% | 2% | 0% | -6% | 1% | 18% | -2% | -10%
COc1ccc(-c2c(=O)n(OCc3nc4ccccc4[nH]3)c3ccccc3[n+]2[O-])cc1 | 10% | 1% | 0% | -3% | x | -4% | -5% | i
COc1cc2c(cc1OC)C(C(=O)N1CCN(c3ccccc3)CC1)C(c1cccs1)N(C)C2=O (stereo unspecified) | x | -3% | -6% | -5% | 5% | 1% | 0% | 0%

Additional results follow:
SMILES | L3MBTL1 block | TRb-SRC2 inh | TexasRed fluor | GAA glycogen | GAA inh | RGS12 GoLoco inh | aGlu spleen mod | RECQ1 helicase
Cc1ccc2nc(-c3ccc(O)cc3)c(Nc3ccc4c(c3)OCCO4)n2c1 | -7% | 5%&2% | -3%&-1% | 14µM* | 1%[15.4 µM] | 8% | 4% | -12%
COC(=O)C(Cc1cnc(Cl)s1)(C(=O)OC)c1ccc([N+](=O)[O-])cc1 | x | 2% | -5% | 3% | 0% | 7% | -2% | u
CCOc1ccc(N2CC(C(=O)NC3=NCCS3)CC2=O)cc1 (stereo unspecified) | 2% | 2% | -5% | 4% | 10% | 3% | 0% | i
COc1cc2c(C(=O)Nc3ccc4c(c3)OCO4)cn(CC(C)C)c(=O)c2cc1OC | x | 1% | -3% | -6% | 0% | 12% | 1% | -12%
Cn1c(-c2ccc3c(c2)OCO3)cnc1NC(=O)CCC(=O)NCCc1ccccc1 | -15% | 0% | -1% | -6% | -3% | 9% | 4% | -18%

One compound at a time, as listed above.
O=C(CSc1nc2nc(-c3cccs3)cc(C(F)(F)F)c2c(=O)[nH]1)Nc1c(F)c(F)c(F)c(F)c1F as listed: L3MBTL1 block = 9%; TRb-SRC2 inh = 1%; TexasRed fluor = 1%; GAA glycogen = -7%; GAA inh = 2%; RGS12 GoLoco inh = 10%; aGlu spleen mod = 3%; RECQ1 helicase = i
COc1ccc(/C=C(/CC(=O)Nc2ccccc2)c2nc3ccccc3s2)cc1 as listed: L3MBTL1 block = -9%; TRb-SRC2 inh = 2%; TexasRed fluor = 0%; GAA glycogen = -6%; GAA inh = 1%; RGS12 GoLoco inh = 18%; aGlu spleen mod = -2%; RECQ1 helicase = -10%

Gathered by group, the entries above with a furan ring, fused or not (two)
SMILES | L3MBTL1 block | TRb-SRC2 inh | TexasRed fluor | GAA glycogen | GAA inh | RGS12 GoLoco inh | aGlu spleen mod | RECQ1 helicase
NC(=O)Cn1c(=O)n(-c2ccccc2)c(=O)c2oc3ccccc3c21 | x | 3% | 0% | -4% | -4% | -8% | 4% | i
Cc1ccc(CN2CCC(C(=O)NCCC(C)C)CC2)o1 | -2% | 3% | -1% | 14% | 1% | x | 0% | -5%

Some of the compounds tested; the hit share may differ from the screen's.
